# Screening results from PubChem.
# NPY Y2 blocker: NPY-Y2 (human) receptor antagonism; P49146; inhibition, % at 2.7 µM; 140,000 tested, 0.99% active; NPY-Y2 expressing cells, antagonist mode; AID 793; in the data active means inhibition above about 17%;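 further: 0% = vehicle with agonist challenge and 100% = reference antagonist with challenge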
# Target sequence (P49146 whole entry, looked up): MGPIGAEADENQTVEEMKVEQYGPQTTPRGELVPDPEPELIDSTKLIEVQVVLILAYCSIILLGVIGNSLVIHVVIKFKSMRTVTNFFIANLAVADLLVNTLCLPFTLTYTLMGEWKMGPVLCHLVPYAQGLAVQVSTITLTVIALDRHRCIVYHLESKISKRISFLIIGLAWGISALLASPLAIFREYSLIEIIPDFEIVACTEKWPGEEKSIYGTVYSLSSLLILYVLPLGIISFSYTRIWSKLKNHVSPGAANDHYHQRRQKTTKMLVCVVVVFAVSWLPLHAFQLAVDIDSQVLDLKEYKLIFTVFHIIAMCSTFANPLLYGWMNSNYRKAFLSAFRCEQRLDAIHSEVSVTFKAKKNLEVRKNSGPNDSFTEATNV
# E-sel TNF inh: blocks E-selectin expression induced by TNF alpha | HUVEC TNFa-induced E-selectin immunofluorescence, high content | inhibition, % at 2 µM | 120,000 tested, 0.71% active | AID 1246;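 active means inhibition above the batch mean plus 3 SD, and confirmed as a hit on visual image review, cut at about 43% in these data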;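 further: 0% = TNF-stimulated DMSO wells and 100% = unstimulated control wells; not every result past the cut was called active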
# HCT116 PTEN-null: suppresses growth of cells with PTEN deletion; viability, % at 10 µM; AID 827; HCT116 PTEN-null viability, CellTiter-Glo, 60 h; active compounds read low; 140,000 tested, 1.2% active;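 active means viability at or below a set limit, 4 SD under the median of all tested compounds, cut at about 3.7% in these data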;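 further: PTEN knockout HCT116 line with beta catenin targeted HCT116 as companion control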
# MRP-1 activ: activators of MRP-1; H69AR cells + doxorubicin, viability rescue, CellTiter-Glo; viability increase, % at 10 µM; 140,000 tested, 0.61% active; AID 799;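 active means viability gain under doxorubicin at or above a set limit, the compound median plus 3 SD, cut at about 4.7% in these data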;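 further: MRP-1 overexpressing cells given doxorubicin 25 µM after compound pretreatment; 18-22 h compound pretreatment then 72 h with doxorubicin before readout; 0% = doxorubicin-only wells and 100% = vehicle-treated cells without doxorubicin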
# Phagocytosis inh: inhibitors of macrophage phagocytosis. J774A.1 macrophage IgG-bead phagocytosis, imaging. inhibition, % at 5 µM. 110,000 tested, 0.07% active. AID 1029;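 active means inhibition above the mean of the plate negative controls plus 5 SD, cut at about 13% in these data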;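 further: phagocytic index as fraction of beads internalized from green versus red external bead signal; plate controls were DMSO negative control for no effect and cytochalasin-D positive control for full effect; some results beyond the cut were filed as inactive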
# GALR2 blocker: GALR2 (human) receptor antagonism | O43603 | 140,000 tested, 0.39% active | GALR2-expressing cells, antagonist mode | inhibition, % at 4 µM; in the data active means inhibition above about 27%;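 further: cells stimulated with galanin 1-16 at roughly its EC80; 0% = agonist challenge control and 100% = basal control without agonist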
# Target sequence (O43603 whole entry, looked up): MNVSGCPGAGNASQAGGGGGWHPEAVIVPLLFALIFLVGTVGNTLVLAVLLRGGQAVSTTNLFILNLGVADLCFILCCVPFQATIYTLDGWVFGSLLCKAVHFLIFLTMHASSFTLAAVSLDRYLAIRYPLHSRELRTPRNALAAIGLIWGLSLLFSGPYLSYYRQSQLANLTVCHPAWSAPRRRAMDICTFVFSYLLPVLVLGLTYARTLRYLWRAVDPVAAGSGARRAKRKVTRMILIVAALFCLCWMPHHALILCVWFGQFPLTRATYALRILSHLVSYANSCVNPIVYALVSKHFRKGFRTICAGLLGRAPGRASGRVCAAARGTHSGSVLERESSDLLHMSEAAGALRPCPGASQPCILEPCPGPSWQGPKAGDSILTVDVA
# Yeast growth inh: yeast BB579 growth reduction in restrictive medium. S. cerevisiae BB579 growth, OD615, 48 h. 140,000 tested, 0.51% active. AID 804. inhibition, % at 10 µM;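 active means inhibition above a set limit, 3 SD over the mean compound inhibition, cut at about 44% in these data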; further: inactives centre near -24
#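 Material: Saccharomyces cerevisiae DeaD strain BB579, replicative lifespan model yeast; buffer or medium: CSMM-D restrictive synthetic medium containing dextrose (glucose); compound: 10 µM single dose, DMSO 0.25%; timing: 48 h compound exposure at 30 °C after 4 h preincubation; signal: turbidity as optical density at 615 nm; benchmarks: positive control amphotericin B 10 µg/mL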
# Yeast lifespan up: extends the lifespan of yeast | inhibition of the nicotinamide effect, % at 10 µM | 130,000 tested, 0.68% active | S. cerevisiae growth with nicotinamide, OD615; deaD strain in restrictive glucose medium;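 active means inhibition above a set limit, placed 3 SD over the median of all compounds, cut at about 26% in these data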;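 further: 0% = nicotinamide-treated wells and 100% = cells grown without nicotinamide; some compounds called inactive have numbers as strong as hits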
#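 System: Modified budding yeast, DeaD strain | Buffer or medium: Restrictive glucose medium | Also added: 1.5 mM nicotinamide | Doses: 10 µM single point, 0.25% DMSO | Schedule: 48 h compound exposure at 30 °C, humidified | Detection: Absorbance at 615 nm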
# Measles CPE: protection of cells from measles virus; Measles virus-infected cells, CPE protection, absorbance; protection (pct of control), % at 4 µM; 140,000 tested, 1.5% active; in the data active means protection mostly above about 24%, no sharp cut-off; inactive means mostly below about 26%; further: some compounds called inactive have numbers as strong as hits
# bCat KO growth: beta-catenin-lacking colon tumor cell growth suppression. HCT116 beta-catenin knockout viability, CellTiter-Glo, 60 h; active compounds read low. viability, % at 10 µM. 140,000 tested, 1.5% active. AID 818;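 active means viability at or under a set limit, the compound median less 4 SD, cut at about 6% in these data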;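 further: 0% = Hyamine 1622 control at 20 µM and 100% = untreated cell control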
# An asterisk follows results filed as active; . = not tested or not shown.
# Under each structure – NPY Y2 blocker, E-sel TNF inh, HCT116 PTEN-null, MRP-1 activ, Phagocytosis inh, GALR2 blocker, Yeast growth inh, Yeast lifespan up, Measles CPE, bCat KO growth
- COc1ccc(C(c2nnnn2CC2CCCO2)N2CCN(c3ccc(F)cc3)CC2)cc1 (centres undefined)
    1.0, -6.9, 97.3, -1.5, -0.8, -5.2, -23.2, -1.0, 6.1, 87.9
- CCCCNC(=O)COC(=O)c1c2c(nc3ccccc13)/C(=C/c1cccs1)CC2
    2.2, ., 55.6, -1.9, 13.1, 27.3*, -21.9, 0.9, 3.0, 40.7
- N#Cc1nc(Cc2ccccc2)oc1NCc1cccnc1
    4.7, -16.1, 93.4, -1.3, ., 0.1, -15.0, ., 3.2, 93.7
- O=S(N1CCCCCC1)C12CC3CC(CC(C3)C1)C2 (centres undefined)
    2.1, ., 96.8, -0.7, -0.4, 3.0, -55.0, 7.3, 6.9, 97.6
- O=C(Nc1ccccc1F)c1ccccc1-c1ccccc1
    4.8, ., 87.0, 0.1, -7.6, -12.0, -34.7, -1.6, 2.6, 93.5
- CC1(C)CC(=O)NC=C(c2ccccc2)C1
    0.9, ., 105.4, -0.8, -1.0, 3.2, -23.0, -6.7, 14.3, 99.7
- CCOC(=O)c1ccc(NC(=O)Cn2ncc(Cl)c(Cl)c2=O)cc1
    1.5, 99.7*, 1.8*, -4.9, -1.7, 82.4*, 32.7, 0.5, -0.2, 1.7*
- CCOC(=O)Cc1cc(=O)c2c(=O)n(-c3ccccc3)[nH]c2[nH]1
    -0.4, 3.5, 102.1, -2.6, 2.1, 19.4, -1.1, -17.6, 11.7, 94.8
- O=C(NC(c1ccccc1)C(Cl)(Cl)Cl)c1ccccc1 (centres undefined)
    2.6, 6.8, 70.7, -2.9, -2.3, 8.3, -40.4, 7.8, 17.7, 78.2
- COC(=O)c1c[nH]n2c(=O)c(Cl)c(C)nc12
    2.8, -16.6, 94.6, -2.4, -2.8, -6.1, -35.4, 7.0, 5.2, 84.4
- COc1ccc(/C=C/C(=O)c2nc3ccccc3n2CC(=O)c2ccc(OC)cc2)cc1
    5.4, 6.6, 78.5, -3.7, -1.5, -3.2, -29.1, -4.1, 5.8, 91.7
- CO/N=C/c1ccc(Oc2ccc(C)cc2)nc1
    5.2, 1.0, 100.5, 2.9, ., -4.8, -26.9, -17.8, 4.9, 101.4
- O=C(N/N=C/c1cccnc1)c1cc2c(ccc3ccccc32)o1
    5.3, -15.2, 85.6, -1.2, -0.2, 1.6, -70.1, -17.9, 5.1, 89.8
- O=C(c1ccc(Cl)cc1)N1CCCCC(Sc2nnc(-c3ccc4c(c3)OCO4)o2)C1=O (centres undefined)
    8.8, -33.6, 95.6, -0.2, ., -12.0, -20.9, -2.3, 38.5*, 88.7
- COc1cccc(-c2cc(C(F)(F)F)nc(-n3cc(Cl)cn3)n2)c1
    2.6, 11.9, 65.7, -0.1, ., -23.6, -22.0, -10.5, 12.8, 73.6
- CC(C)(C)c1cc(/C=N/O)cc(C(C)(C)C)c1O
    1.8, 0.1, 95.8, -1.6, 2.2, 1.2, -4.0, 3.6, 7.8, 102.3
- CSc1nc(N)nc(SCCS(=O)(=O)c2ccc(Cl)cc2)c1C#N
    6.6, -6.8, 30.4, -4.7, ., -6.9, -30.8, -3.5, 77.8*, 35.1
- CC(C)CCNC(=O)C12CN(Cc3ccccc3)CC1C(c1cccc([N+](=O)[O-])c1)=NO2 (centres undefined)
    0.6, 11.2, 51.3, -0.5, ., -11.0, -9.8, -11.0, 3.2, 56.9
- COCCN(C(=O)c1cccc(OC)c1)c1nnc(-c2ccncc2)s1
    4.3, -44.1, 100.6, -0.4, -0.9, -3.8, -43.6, -11.9, 3.4, 101.1
- Cc1ccc(S(=O)(=O)N2CCN(Cc3ccccc3)CC2)c(C)c1N(C)S(=O)(=O)c1ccccc1
    0.7, ., 71.4, -2.0, -6.3, -3.4, -16.9, 0.6, 7.0, 73.5
- O=c1[nH]c2c(s1)C(c1ccco1)C1C3CCC(C3)C1S2 (centres undefined)
    3.0, 3.2, 77.5, -2.2, -2.0, -10.9, -41.5, 23.0, 2.7, 80.1
- N#Cc1cn(CC(=O)N2CCCc3ccccc32)c2ccccc12
    4.9, -8.5, 82.2, -3.0, ., 1.6, -36.7, ., 8.8, 87.2
- CCNc1nc(OC)nc(Oc2ccc(C(=O)OC)cc2)n1
    1.2, 16.1, 94.2, -1.1, 1.4, -12.0, -33.5, -8.0, 15.7, 96.0
- O=C(O)C1CC=CCC1C(=O)Nc1ccc(S(=O)(=O)N2CCCc3ccccc32)cc1 (centres undefined)
    0.3, -53.2, 83.6, -0.9, -0.6, 2.0, -21.8, -14.5, 9.2, 74.2
- O=C(Nc1ccc(Cl)c(Cl)c1)c1ccncc1
    0.3, 5.2, 81.9, -0.5, ., -7.1, -43.4, -26.2, 2.4, 94.7
- N#Cc1c(NC(=O)CSc2nnnn2C2CCCC2)sc2c1CCCC2
    0.1, -9.1, 110.7, -0.7, 1.4, 1.1, -75.9, -4.2, 11.2, 89.0
- O=C(CC1(O)C(=O)N(Cc2ccccc2)c2ccccc21)c1ccncc1 (centres undefined)
    -0.2, 27.4, 15.2, -0.8, 1.4, -9.4, -7.1, -7.8, 6.8, 13.8
- O=c1c2c([nH]c3ccccc13)CCCC2
    -1.3, -8.6, 94.6, -1.6, 1.7, -1.4, 6.9, -5.9, 1.4, 98.2
- O=C1c2cccc(OCc3ccc(F)cc3)c2CCN1Cc1ccccc1
    8.6, -0.5, 95.8, 1.5, 1.6, -19.1, -39.5, -1.9, 10.4, 89.1
- O=C(CSc1ccc2nnc(-c3ccccc3)n2n1)NCc1ccco1
    -0.1, -15.2, 88.2, -4.3, 0.0, 6.1, -38.5, -9.3, 8.2, 93.4
- O=C(Nc1ccccn1)c1cc(-n2cnnc2)ccc1Cl
    2.2, 21.1, 108.6, -0.9, 0.6, -4.3, -56.3, -8.7, 5.8, 97.0
- CNC(=O)c1ccsc1NC(=O)c1ccc2c(c1)CCCC2
    -1.1, -1.8, 68.3, -4.5, ., -2.3, -21.4, -6.8, 8.9, 67.3
- CCc1ccc(C(=O)NC(CCSC)C(=O)O)cc1 (centres undefined)
    1.5, ., 94.3, -1.3, 1.4, -2.9, 6.6, 3.4, 16.3, 90.4
- O=C(N/N=C/c1cc(Br)c(O)c(Br)c1)c1cccc(C(F)(F)F)c1
    2.6, ., 99.7, 1.3, -4.4, 11.1, -5.9, 14.8, 16.7, 91.8
- CC(=O)Nc1ccc(SCC(=O)c2cc(C)n(CC(F)(F)F)c2C)cc1
    3.1, ., 77.6, -3.7, -0.9, -10.1, 8.7, -0.7, 22.6, 80.8
- Cc1ccc(S(=O)(=O)CC(c2ccccc2)N2CCOCC2)cc1 (centres undefined)
    2.7, 30.4, 99.8, -1.2, -0.4, -7.5, -9.1, -5.3, 12.4, 86.9
- COc1ccc(Cl)cc1Nc1nc(-c2sc(NC(=O)c3ccco3)nc2C)cs1
    -1.5, -7.4, 40.1, -2.0, ., 12.7, -23.8, -9.2, 1.6, 40.7
- CC(=O)N1c2ccccc2C(C)(c2ccccc2)CC1(C)C (centres undefined)
    8.2, -5.6, 77.2, 1.9, 0.2, -8.6, -45.3, 9.8, 15.3, 84.8
- O=C(COc1ccccc1)Nc1nnc(C23CC4CC(CC(C4)C2)C3)s1
    -1.7, -2.2, 91.6, -1.0, ., -6.6, -5.9, 0.3, 4.8, 83.3
- CC(C)CNC(=O)c1cccc(NC(=O)CSc2ccc(Cl)cc2)c1
    0.4, ., 86.8, -0.3, ., 3.3, -45.6, 9.6, 2.1, 91.2
- CCCCc1noc2c1/C(=N\O)CC(c1ccccc1)C2 (centres undefined)
    4.6, -17.9, 89.2, -0.1, 0.5, -3.8, -31.8, -1.8, 2.9, 78.7
- COc1cccc(CN(C)C(=O)c2ccc3nccnc3c2)c1
    1.5, -1.1, 96.0, -1.1, 0.0, -1.6, -82.1, -8.4, 5.1, 85.0
- O=S(=O)(/N=C(/Nc1ccccc1)c1ccccc1)c1cccs1
    3.2, 68.3*, 97.6, -0.1, -9.0, -10.3, -49.0, 2.9, 4.5, 94.0
- O=C(O)C1CCCN1S(=O)(=O)c1cccs1 (centres undefined)
    1.7, 1.8, 109.8, -0.2, -0.1, 3.0, -64.0, -6.0, 19.0, 101.7
- Cc1ccc(NC(=O)c2cccc(OCc3c(C)noc3C)c2)c(C)c1
    3.6, -4.6, 79.3, -0.2, 0.0, 0.8, -52.2, -9.3, 23.6, 67.9
- Cc1sc(NC(=O)CN2CCOCC2)nc1-c1ccc2c(c1)CCN2S(=O)(=O)c1ccccc1
    2.5, 21.8, 37.2, -2.8, 0.5, 17.0, -10.4, -6.8, 2.4, 28.6
- Cc1cccc(C(=O)NCC2CCCO2)c1 (centres undefined)
    -0.4, ., 102.2, 0.9, ., -0.6, -9.4, ., 10.1, 94.8
- CCc1ccc(C(CC(=O)c2ccc(Cl)cc2)C(=O)O)cc1 (centres undefined)
    13.6, -5.3, 96.6, -0.2, ., -3.3, -69.3, 30.7*, 19.6, 102.1
- COc1ccc(C(=O)Nc2nc(-c3ccc([N+](=O)[O-])cc3)c(-c3ccc(OC)cc3)s2)cc1
    0.0, -4.7, 61.6, 3.7, -5.0, 2.2, -10.4, 7.0, 17.3, 57.2
- CCOC(=O)c1sc(/N=C/c2ccc(O)cc2O)cc1C
    1.0, ., 93.0, -2.6, -12.3, 9.2, -26.6, -7.5, 8.7, 90.2
- CC(C)(C)C(=O)Cn1c[n+](N)cn1
    -2.1, -3.1, 88.1, -0.2, ., -5.4, 3.5, -0.4, 11.2, 92.0
- CCCCCCOc1ccc(C(=O)O)cc1C#N
    -1.0, -2.8, 92.5, -3.6, -3.4, 0.7, -25.5, -7.5, 3.7, 83.5
- O=C(Nc1nnc(-c2ccc3c(c2)CCCC3)o1)c1ccccc1Cl
    4.2, 6.9, 27.6, -2.9, -0.4, 1.9, -8.8, -6.8, 16.1, 27.4
- Cc1ccc(C)c(N2CN(Cc3cccnc3)CNC2=S)c1
    3.0, ., 91.7, -1.3, ., -11.8, -15.7, -0.6, 6.4, 85.2
- CSc1nc(-c2ccccc2)nc2c1COC(C)(C)C2
    1.8, -10.7, 92.6, -1.9, 1.0, -5.2, -11.4, -21.9, 5.9, 96.6
- CC(=O)N1CCCc2ccccc21
    1.1, 13.9, 94.2, -1.1, -1.0, -4.7, -33.3, -8.7, 21.2, 96.4
- CC(O)CNc1nc2ccccc2n1CC(=O)NCCc1ccc(Cl)cc1 (centres undefined)
    2.1, -22.4, 86.1, 0.0, -0.7, -6.8, -31.3, -3.3, 12.3, 92.9
- Cc1[nH]nc2c1C(c1ccc3c(c1)OCO3)C(C#N)=C(N)O2 (centres undefined)
    0.8, -11.2, 89.2, -0.1, ., -2.5, 9.3, 3.3, 9.1, 88.2
- CNC(=O)c1ccccc1NC(=O)c1cccc(S(=O)(=O)N2CCC(C)CC2)c1
    -1.1, -42.3, 75.8, 0.3, -1.2, 1.1, -60.3, -2.3, 21.3, 81.6
